Screening data as filed in PubChem.
FBW7 act: activators of human E3 ligase FBW7. Q969H0. AlphaScreen FBW7–phospho-cyclin E peptide binding, activator screen. normalized activity (activation), % at 26.1 µM. hit rate 0.13% among 650,000; in the data active means normalized activity above about 1.9%;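 further: purified mutant Fbw7 with reduced substrate affinity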
GPR151 ag: activators of human GPR151; Q8TDV0; PathHunter beta-arrestin GPR151 cells, luminescence; activation, % at 11.2 µM; hit rate 1% among 650,000; AID 1508602; in the data active means activation above about 4.9%;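 further: 0% = median of compound wells and 100% = cells with positive control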
Target sequence (Q8TDV0 whole entry, looked up): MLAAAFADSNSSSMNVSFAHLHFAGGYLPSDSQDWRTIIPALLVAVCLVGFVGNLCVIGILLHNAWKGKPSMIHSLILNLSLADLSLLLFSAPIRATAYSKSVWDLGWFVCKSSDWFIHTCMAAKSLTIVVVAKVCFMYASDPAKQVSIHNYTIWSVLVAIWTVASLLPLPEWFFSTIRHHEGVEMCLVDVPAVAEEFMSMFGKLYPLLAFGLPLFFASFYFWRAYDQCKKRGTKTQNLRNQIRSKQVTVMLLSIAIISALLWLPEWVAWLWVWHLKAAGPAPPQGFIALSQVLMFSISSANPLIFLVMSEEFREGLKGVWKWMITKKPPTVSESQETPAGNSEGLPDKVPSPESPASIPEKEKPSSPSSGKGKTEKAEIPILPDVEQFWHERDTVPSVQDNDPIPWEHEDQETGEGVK
TEAD-YAP block: TEAD-YAP interaction inhibition. HEK-TIYL cells, TEAD-Gal4/YAP UAS-luciferase luminescence. inhibition, % at 9.12 µM. hit rate 1.4% among 640,000. AID 1259422; in the data active means inhibition above about 32%;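 further: 0% = median of test compound wells and 100% = reference inhibitor wells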
MITF primary: human MITF inhibition, primary screen. O75030. AlphaScreen MITF homodimerization, bead proximity signal. inhibition, % at 2.6 µM. hit rate 0.91% among 650,000. AID 1259374; in the data active means inhibition above about 50%;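 further: 0% = vehicle wells with protein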
Target sequence (O75030 whole entry, looked up): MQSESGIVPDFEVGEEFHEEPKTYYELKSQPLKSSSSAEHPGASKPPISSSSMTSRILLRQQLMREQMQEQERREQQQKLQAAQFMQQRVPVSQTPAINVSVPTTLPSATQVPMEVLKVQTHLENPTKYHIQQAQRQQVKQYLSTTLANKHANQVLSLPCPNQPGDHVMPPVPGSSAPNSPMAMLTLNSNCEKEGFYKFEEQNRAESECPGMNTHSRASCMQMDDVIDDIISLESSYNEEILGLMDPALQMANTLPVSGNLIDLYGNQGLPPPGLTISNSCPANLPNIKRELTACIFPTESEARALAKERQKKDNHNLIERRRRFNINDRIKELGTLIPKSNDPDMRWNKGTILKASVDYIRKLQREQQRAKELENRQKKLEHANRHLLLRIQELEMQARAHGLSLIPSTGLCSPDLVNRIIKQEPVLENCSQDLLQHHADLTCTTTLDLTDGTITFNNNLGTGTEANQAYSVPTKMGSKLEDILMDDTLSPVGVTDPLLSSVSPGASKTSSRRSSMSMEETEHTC
Active calls of the source: *.

Below each compound: FBW7 act, GPR151 ag, TEAD-YAP block, MITF primary
> Cc1cc(C)cc(NC(=O)Cn2nnc(C(=O)Nc3cccc(Cl)c3C)c2N)c1
    -0.1, 1.6, 7, 5
> CCN(CC)C(=O)C1CCCN(C(=O)c2ccc(N3CC4CC(C3)c3cccc(=O)n3C4)c(NC(=O)c3ccc(F)cc3)c2)C1 (centres undefined)
    -0.1, -1.0, -2, 7
> CCc1ccc(C2=NC(c3ccccc3F)NC(c3cc(Br)ccc3O)C2)cc1 (centres undefined)
    -0.1, 0.4, 11, 1
> CC(=O)N1CCc2c(sc(NC(=O)c3ccco3)c2-c2nc3ccccc3s2)C1
    0.3, 3.7, 8, 4
> Cc1c(Cl)c([N+](=O)[O-])nn1CC(=O)Nc1sc2c(c1C(N)=O)CCCC2
    0.4, 0.3, 3, 12
> CC(=O)N1CC(C)Sc2cc(S(=O)(=O)NCc3cccnc3)ccc21 (centres undefined)
    0.2, -0.8, -6, 13
> C=CCn1c(SC(C)C)nnc1-c1ccc2[nH]c(C)c(C)c2c1
    -0.1, 0.4, 8, 8
> O=C(Cn1cc(NC(=O)CCOc2ccccc2)cn1)NCCCn1cccn1
    -0.2, 2.8, 5, 6
> CCOC(=O)C1=C(C)N=c2s/c(=C/c3ccc(OC)cc3C)c(=O)n2C1c1ccccc1 (centres undefined)
    -0.1, 0.0, 12, 4
> COc1ccc(CNC(=O)CSc2nc3ccc([N+](=O)[O-])cc3s2)cc1
    0.0, -1.0, 5, 5
> CC1(C)CC(=O)C2=C(C1)N(c1ccccc1F)C1=C(C(=O)CC(C)(C)C1)C2c1cccc(Cl)c1
    0.0, 0.2, 4, 18
> CC1CCN(Cc2ccc(NC(=O)Cc3noc4ccccc34)cc2)CC1
    0.5, -2.6, 12, 0
> CCOc1cc(/C=N/c2ncn[nH]2)ccc1OCc1ccccc1C#N
    0.2, -0.8, 13, -3
> Cc1ccc(-c2ccc3c(c2)CC(CNC(=O)C2CC(=O)c4ccccc42)O3)nc1 (centres undefined)
    0.1, 1.0, -20, -8
> CC(C)N(CCNc1cc(-c2ccc(N3CCOCC3)nc2)nc(N)n1)C(C)C
    -0.1, 1.5, 2, 12
> COC(=O)COc1ccc(/C=N/n2cnnc2)cc1OC
    -0.1, -0.7, -4, -11
> O=C(O)c1cc(-c2ccccc2)nc(Nc2nc3ccccc3s2)n1
    -0.4, -0.6, -20, -7
> CCOC(=O)C1=C(C)N=c2s/c(=C/c3ccc(-c4ccc([N+](=O)[O-])cc4Br)o3)c(=O)n2C1c1ccc(Cl)cc1 (centres undefined)
    0.1, 1.0, 8, 14
> CCCCN1C(=O)C2C(C(=O)Nc3cccc(OC)c3)C3C=CC2(O3)C1C(=O)NC1CCCCC1C (centres undefined)
    -0.2, 0.2, 5, 0
> Fc1ccc(Nc2nc(SCc3cccc(F)c3)nc3ccccc23)cc1
    0.0, 1.1, -3, 4
> CCc1cc2cc3c(cc2nc1SCC(=O)N1CC(=O)Nc2ccccc21)OCCO3
    0.1, 3.1, 6, 1
> Cc1nn(C)c(C)c1-c1nc(N)c2ncn(-c3ccsc3)c2n1
    0.7, 3.2, 30, 4
> CCOC(=O)CCCCCN1C(=O)c2cccc3cccc(c23)C1=O
    0.0, 0.2, 3, -4
> O=C(NCCCN1CCCCC1)C1CCCN1c1nnc(N2CCCC2=O)s1 (centres undefined)
    0.8, 0.4, -1, 12
> O=C(NCc1ccco1)c1ccc(N2CC3CC(C2)c2cccc(=O)n2C3)c(NC(=O)c2ccncc2)c1 (centres undefined)
    -0.1, 0.2, 45*, 2
> Cn1cnnc1Sc1ccc(Cl)cc1NS(=O)(=O)c1ccc2c(c1)OCCO2
    0.3, -0.4, -1, 9
> CSCc1csc(NC(=O)CCCc2ccccc2)n1
    0.0, 1.3, -38, 6
> CN1C(=O)c2cccc(NC(=O)c3ccc(Cl)cc3)c2C1=O
    0.1, -0.6, 0, 7
> O=C(O)C1(S(=O)(=O)c2ccc(Cl)cc2)CCCC1
    -0.3, 0.9, 4, -5
> CCOCCCNCc1ccc(OC)c(OC)c1
    -0.1, 1.6, 6, 23

As entered above:
Cc1c(Cl)c([N+](=O)[O-])nn1CC(=O)Nc1sc2c(c1C(N)=O)CCCC2 in MITF primary: 12
CCOC(=O)C1=C(C)N=c2s/c(=C/c3ccc(-c4ccc([N+](=O)[O-])cc4Br)o3)c(=O)n2C1c1ccc(Cl)cc1 (centres undefined) in MITF primary: 14
COc1ccc(CNC(=O)CSc2nc3ccc([N+](=O)[O-])cc3s2)cc1 in TEAD-YAP block: 5

Continued.
Below each compound: FBW7 act, GPR151 ag, TEAD-YAP block, MITF primary
> Cc1ccc(/C=C/C(=O)O)cc1S(=O)(=O)N1CCCCC1
    0.1, -1.0, -12, 8
> c1ccc(CNc2ncnc3nc(N4CCC(N5CCOCC5)CC4)[nH]c23)cc1
    0.1, -0.3, -4, 15
> CCn1cc(C(=O)NCC2COc3ccccc3O2)c(=O)c2ccc(C)nc21 (centres undefined)
    -0.2, 0.3, -9, 14
> O=C(CN1C(=O)COc2ccccc21)Oc1ccccc1
    0.3, -0.5, -61, -6
> Cc1nc2c(c(=O)[nH]1)CCN(C(=O)CCn1ccnc1-c1ccccc1)C2
    0.1, 0.3, 3, 13
> CCN(CC)c1ccc(/C=C(\C#N)c2nc(-c3ccccc3)cs2)cc1
    0.0, 0.1, -3, 2
> COc1ccc(CCNC2CC(=O)N(C3CCCCC3)C2=O)cc1OC (centres undefined)
    0.6, -0.2, 12, 25
> CC(C)=C1C2C=CC1C(C(=O)Nc1cccc(C(F)(F)F)c1)C2C(=O)O (centres undefined)
    0.1, 1.9, -8, -7
> CCCc1ccc(Oc2c(C(F)(F)F)oc3cc(O)ccc3c2=O)cc1
    1.2, -0.7, 65*, 9
> c1ccc(CCNc2cc(-c3cccnc3)nc(-c3ccncc3)n2)cc1
    0.2, 1.2, -4, 7
> CCOC(=O)N1CCN(C(=O)CN(c2ccc(OC)c(OC)c2)S(=O)(=O)c2ccccc2)CC1
    -0.1, -1.1, 0, 12
> COc1ccc2nc(Nc3ccc(F)cc3)sc2c1
    0.1, 0.5, -44, 12
> COc1ccc(-c2ccccc2NC(=O)C2CCCN(Cc3ccco3)C2)cc1 (centres undefined)
    0.2, 1.7, -7, 13
> CCOCCCNC(=O)Cn1nc(-c2cccc(Cl)c2)ccc1=O
    -0.1, 0.0, -3, -4
> CCOC(=O)C1=C(C)NC(C)=C(C(=O)OC)C1c1ccc(Cl)cc1 (centres undefined)
    0.0, 1.9, -5, 0
> Oc1c(/C=C2\C=Nc3ccccc32)sc(=Nc2ccccc2)n1C1CCCC1
    0.6, 2.0, -17, 8
> COc1ccc(CN2CCc3c(nc(N4CCCCC4C)[nH]c3=O)C2)cc1 (centres undefined)
    0.1, -0.1, 4, 3
> C=CCn1c(Cc2cccc3ccccc23)n[nH]c1=S
    0.0, -0.4, -4, 3
> C=CCn1c(SCc2ccc(Cl)cc2)nc2cc(C(=O)NCC3CCCO3)ccc2c1=O (centres undefined)
    -0.1, 0.1, 6, -1
> O=c1cc(CO)oc(CN2CCOCC2)c1O
    0.1, -0.5, 0, 19
> COc1ccc(CCn2nnnc2CN2CCN(c3ccccc3F)CC2)cc1OC
    0.0, 0.8, 1, 3
> O=C(CNC(=S)N(CCCN1CCOCC1)Cc1cccs1)NC1CCCC1
    0.0, 2.6, 2, 1
> CC(C(=O)OCC(=O)c1cccc([N+](=O)[O-])c1)N1C(=O)C2C3C=CC(C3)C2C1=O (centres undefined)
    0.0, -4.2, -36, 2
> Cc1c(C(=O)N2CCC[C@H]2C(N)=O)sc2ncnc(N3CCCCCC3)c12
    0.1, -1.1, -3, 16
> COc1ccc(/C=C(\NC(=O)c2ccc(Br)cc2)C(=O)NCCc2c(C)[nH]c3ccccc23)cc1
    0.2, 1.0, 1, 14
> COc1ccc(/C(C)=N/NC(=O)c2ccccc2Cl)c(OC)c1
    0.1, -2.1, -24, 0
> CC(C)CNC(=O)c1c(O)c2ccccc2[nH]c1=O
    -0.1, 0.2, -20, -5
> Nc1cc(N)nc(SCCCCSc2nc(N)cc(N)n2)n1
    0.5, -1.9, -5, 6
> O=c1c2ccccc2nc(-c2ccc(Br)cc2)n1NCc1c(F)cccc1Cl
    0.1, 1.9, -2, -1
> Cc1ccc(S(=O)(=O)N2C(=O)CCC2C(=O)NCc2ccccc2Cl)cc1 (centres undefined)
    0.5, -1.2, 8, 14

One compound at a time, from the list above.
Record of `Fc1ccc(Nc2nc(SCc3cccc(F)c3)nc3ccccc23)cc1` : FBW7 act: 0.0; GPR151 ag: 1.1; TEAD-YAP block: -3; MITF primary: 4
Record of `CCc1cc2cc3c(cc2nc1SCC(=O)N1CC(=O)Nc2ccccc21)OCCO3` : FBW7 act: 0.1; GPR151 ag: 3.1; TEAD-YAP block: 6; MITF primary: 1

(list continues)
Below each compound: FBW7 act, GPR151 ag, TEAD-YAP block, MITF primary
> CCC(C)Nc1nc(-c2ccccc2F)nc2ccccc12 (centres undefined)
    0.6, -0.8, -8, 0
> CCOC(=O)N1CCN(C(=O)c2sc3nc(C)nc(N4CCCCC4)c3c2C)CC1
    -0.1, 0.8, -5, -5
> O=C(N/N=C/c1ccc(O)cc1)c1cccc(O)c1
    -0.1, -5.9, 23, -2
> Cc1ccc(C)c(NC(=O)Nc2nnc(N3CCCC(C)C3)s2)c1 (centres undefined)
    0.0, -1.3, -4, -7
> CCCn1c(C(O)c2cccc3ccccc23)nc2ccccc21 (centres undefined)
    -0.3, -0.2, -13, 2
> C=CCOC(=O)N1CCC(C(=O)N(C)C(c2ccc(OC)cc2)c2ccccn2)CC1 (centres undefined)
    0.5, 0.6, 2, 15
> CC(C#N)Sc1nnc2ccccn12 (centres undefined)
    -0.1, -0.5, -1, -6
> Cc1cc(NC(=O)c2cc(C(C)C)on2)no1
    0.0, -1.1, -32, -2
> O=C(Nc1ccc2oc(-c3cc(I)ccc3Cl)nc2c1)c1cc([N+](=O)[O-])ccc1Br
    -0.2, 0.1, 6, 5
> COc1ccc([N+](=O)[O-])cc1NC(=O)C1CC(Cl)=CCC1C(=O)O (centres undefined)
    0.1, 6.8*, 7, 4
> CC(=O)Oc1ccc(C(=O)Nc2ccc(S(=O)(=O)NC(C)(C)C)cc2)cc1
    -0.2, -1.4, -24, -10
> c1ccc(CNc2nc3nonc3nc2NCCN2CCOCC2)cc1
    0.0, 1.4, -3, 3
> Cc1ccc(-c2nnc3sc(C4=Cc5ccccc5OC=C4)nn23)cc1
    0.1, 0.1, -9, 11
> COc1ccc([N+](=O)[O-])cc1NC(=O)c1ccc(C)c(Br)c1
    0.0, -1.6, -2, -16
> Cc1nn(C)c(Cl)c1S(=O)(=O)Nc1cccc(C(F)(F)F)c1
    0.1, 0.0, 0, -10
> CCN1CCCC1CNc1nc(C)nc2c1nnn2Cc1ccccc1 (centres undefined)
    -0.1, 1.0, -2, -2
> CCCOc1cccc(C(=O)Nc2ccc(-c3nn4c(C)nnc4s3)cc2)c1
    0.0, 0.1, 3, -6
> COc1ccc(Cl)cc1NC(=O)N1CCc2ccccc2C1
    -0.2, 0.1, 4, -10
> CC(C)c1nc2c(-c3cnn(C)c3)cccc2c(=O)[nH]1
    -0.3, 0.9, 17, 6
> COCCNC(=O)Cn1ncc2c(=O)oc3ccccc3c21
    -0.1, 3.0, -7, 1
> COc1ccc([N+](=O)[O-])cc1NC(C)=O
    -0.2, -0.6, 2, 3
> Cc1sc(NC(=O)CN(C(=O)C2CCCCC2)C2CCCC2)c(C(N)=O)c1C
    -0.1, 1.6, -1, 9
> CCOc1ccc(C(Nc2ccc(C)cc2)P2(=O)OCCC(C)O2)cc1 (centres undefined)
    0.0, -0.5, -2, 0
> COc1cc(C2C(C#N)=C(N)OC3=C2C(=O)CC(C)(C)C3)ccc1OCC(N)=O (centres undefined)
    0.0, 0.2, 5, -3
> O=C1N[C@@H](Cc2ccc(O)cc2)C(=O)N2CCN(Cc3ccccc3F)C[C@H]12
    0.8, 0.5, 1, 8
> Cc1cc(S(=O)(=O)NCc2ccccc2)c2ncccc2c1
    0.3, 2.2, 5, 5
> COc1cc(/C=N/n2c(-c3ccco3)n[nH]c2=S)ccc1OC(C)=O
    0.0, 0.6, -4, 13
> CC[C@@H]1NC(=O)[C@@H]2C[C@H](NC(=O)Nc3c(Cl)cccc3Cl)CN2C1=O
    -0.4, -0.2, -6, -5
> c1ccc2[nH]c(CNc3nc(N4CCC(N5CCOCC5)CC4)nc4nc[nH]c34)nc2c1
    0.1, -1.0, -2, 10
> O=C(Nc1ccc(S(=O)(=O)Nc2ncccn2)cc1)C(Cc1ccccc1)N1C(=O)C2CCCCC2C1=O (centres undefined)
    -0.1, 0.9, -12, 4

Next entries
Below each compound: FBW7 act, GPR151 ag, TEAD-YAP block, MITF primary
> Cc1c(C)n2c3c(=O)n(CC(N)=O)c(=O)n(C)c3nc2n1C
    0.0, 0.2, 2, 6
> Nn1c(SCc2ccc(Br)cc2)nnc1-c1ccncc1
    0.2, 0.3, -18, 3
> C=CCn1c(=N)c(S(=O)(=O)c2ccc(C)cc2)cc2c(=O)n3cc(C)ccc3nc21
    1.0, 1.4, 0, 5
> O=C(CCSc1ccccc1)Nc1ccc(F)cc1
    0.0, -0.1, -45, 4
> COc1ccc(CCn2cnc3cc(-c4cn[nH]c4)ccc3c2=O)cc1
    0.9, 0.8, -3, 48

Three consecutive entries out of the list so far, quoted:
Below each compound: FBW7 act, GPR151 ag, TEAD-YAP block, MITF primary
> C=CCn1c(=N)c(S(=O)(=O)c2ccc(C)cc2)cc2c(=O)n3cc(C)ccc3nc21
    1.0, 1.4, 0, 5
> O=C(CCSc1ccccc1)Nc1ccc(F)cc1
    0.0, -0.1, -45, 4
> COc1ccc(CCn2cnc3cc(-c4cn[nH]c4)ccc3c2=O)cc1
    0.9, 0.8, -3, 48
